Assay outcomes: PubChem BioAssay, NCI
All columns: NCI-60 one-dose screen, growth in % after 48 h at 10 µM unless noted; 100 = growth as untreated, 0 = no growth, -100 = all killed.
A498 – A498 renal cancer cells | 76,000 tested, 5.4% active
SF-539 – SF-539 CNS cancer | AID 1794752 | 81,000 tested, 6.8% active
SNB-75 – SNB-75 CNS cancer; 79,000 tested, 5% active; AID 1794750
RXF 393 – RXF 393 renal cancer cells | 77,000 tested, 6.9% active | AID 1794773
SNB-19 – SNB-19 CNS cancer cells | 81,000 tested, 2.5% active | AID 1794751
CAKI-1 – CAKI-1 renal cancer; 75,000 tested, 4.7% active; AID 1794772
SF-268 – SF-268 CNS cancer cells. 82,000 tested, 3.1% active. AID 1794759
ACHN – ACHN renal cancer. 81,000 tested, 4.9% active. AID 1794771
The depositor's hits bear a star; nt = not tested or not shown; & = joins results of further samples; [ ] = dose if it differs, or a comment. How the source made its calls: active means growth percent below 10; inactive means the rest.

SMILES	A498	SF-539	SNB-75	RXF 393	SNB-19	CAKI-1	SF-268	ACHN
C#Cc1ccc(NC(=O)c2sc3nc4c(cc3c2N)CCCCCC4)cc1	73	92	106	82	97	nt	89	88
CCN(CC)CC(O)Cc1ccccc1 (centres undefined)	96	103	91	108	112	nt	107	101
Nc1ncnc2c1C(c1ccc(O)cc1)c1sc3c(F)cccc3c1O2 (centres undefined)	115	97	89	110	100	76	97	94
O=c1[nH]c2nc(Br)[nH]c(=O)c2[nH]1	80	92	90	112	102	101	98	99
CN1CCC(N)(C(=O)O)CC1	104	103	87	112	104	94	106	102
O=C(Cn1cc(-c2ccc(F)cc2)nn1)Nc1nc2ccccc2s1	110	90	86	111	96	81	95	98
O=C(CCCOc1ccc(Cl)cc1Cl)OCCOc1ccc(Cl)cc1Cl	126	96	96	114	105	nt	98	102
Nc1ncnc2nc(-c3ccccc3)[nH]c12	86	98	101	100	103	74	103	94
N#C/C=C/c1ccsc1C(=O)O	108	109	94	129	109	95	102	109
COC(C(=O)[C@@H](O)[C@@H](C)O)[C@@H]1Cc2cc3cc(O[C@H]4C[C@@H](O[C@H]5C[C@@H](O)[C@H](O)C(C)O5)[C@H](O)C(C)O4)c(C)c(O)c3c(O)c2C(=O)[C@H]1O[C@H]1C[C@@H](O[C@H]2C[C@@H](O[C@H]3C[C@@H](O)[C@H](OC)C(C)O3)[C@@H](O)C(C)O2)[C@H](O)C(C)O1 (some centres undefined)	-47*	-24*	-57*	-55*	12	14	14	4.4*
Cc1ccc(-c2csc(-n3[nH]c(=O)ccc3=O)n2)cc1	102	105	94	100	93	88	89	102
CCOC(=O)Cn1cnc(C)c1	100	109	98	116	109	102	97	106
O=C(Nc1ccccc1F)OCCCl	106[100 µM]	97[100 µM]	82[100 µM]	102[100 µM]	96[100 µM]	99[100 µM]	100[100 µM]	99[100 µM]
COc1ccc(NC(=O)NS(=O)(=O)c2ccc(N3N=C(c4cc5ccccc5oc4=O)CC3c3ccc(OC)c(OC)c3)cc2)cc1 (centres undefined)	81	91	70	105	103	89	99	90
C[C@@H](Nc1c(C#N)cnc2ccc(-c3cnc4[nH]ncc4c3)cc12)c1ccccc1	-40*	7.8*	-27*	-15*	31	4.1*	26	4.4*
CCOC(=O)C(C#N)=C1CCN(C)CC1	100	105	102	115	101	92	102	98
Oc1ccc(Cl)cc1Cc1cc(Cl)cc(Cl)c1O	86	20	60	74	35	50	42	28
COC(=O)/C(CCC(Br)C(C)(C)[n+]1ccccc1)=C1\[C@@H](OC(C)=O)C[C@@]2(C)[C@H]1C[C@@H](O)[C@H]1[C@@]3(C)CCC(=O)[C@@H](C)[C@@H]3CC[C@@]12C (some centres undefined)	111	94	104	106	97	89	101	99
CC1(C)c2ccccc2C(=O)c2ccccc21	60	96	92	94	96	94	90	96
c1ccc2c(-c3nn4cc(-c5ccc6c(c5)OCCO6)nc4s3)c[nH]c2c1	92	100	95	104	96	88	112	93
CCCCOCC(=O)NC1CCCCC1	79	107	99	103	100	101	103	105
CCn1cc(C(=O)O)c(=O)c2cnc(N3CCCC3)nc21	88	100	88	nt	105	86	116	100
Nc1cn[nH]c(=O)c1Cl	99	105	96	106	97	nt	105	107
Nc1nc(N)c2cc(C=O)ccc2n1	90	94	92	97	91	94	105	103

Compounds listed so far that contain a COOH group, in the order listed:
SMILES	A498	SF-539	SNB-75	RXF 393	SNB-19	CAKI-1	SF-268	ACHN
CN1CCC(N)(C(=O)O)CC1	104	103	87	112	104	94	106	102
N#C/C=C/c1ccsc1C(=O)O	108	109	94	129	109	95	102	109
CCn1cc(C(=O)O)c(=O)c2cnc(N3CCCC3)nc21	88	100	88	nt	105	86	116	100

Next results follow:
SMILES	A498	SF-539	SNB-75	RXF 393	SNB-19	CAKI-1	SF-268	ACHN
CCOC(=O)c1c2c(n(-c3ccc(OC)cc3)c1-c1ccccc1)C=CCC2	91	100	82	105	97	68	93	100
COc1cc2c(c(OC3OC(CO)C(O)C(O)C3O)c1)C(=O)CC(c1ccc(O)cc1)O2 (centres undefined)	78	nt	105	109	98	100	98	91
Fc1cc(-c2nnc3n2NC(=Nc2ccccc2C(F)(F)F)CS3)c(Cl)cc1Cl	85	79	66	83	95	62	90	94
CC(C)c1cccc(C(C)C)c1NC(=O)Nc1cccc(C(F)(F)F)c1	84	81	95	87	nt	73	91	85
NC(N)=NCCCC(N=Cc1ccccc1)C(=O)O (centres undefined)	105	102	103	111	103	99	101	113
CC1(C)CC[C@]2(C(=O)N3CCOCC3)CC[C@]3(C)C(=CC(=O)[C@@H]4[C@@]5(C)CCC(=O)C(C)(C)[C@@H]5CC[C@]43C)[C@@H]2C1	93	101	95	106	102	92	93	101
COc1c(O)cc2oc3cc(O[C@@H]4OC(C)[C@@H](O)[C@H](O)C4O)c(CC=C(C)C)c(O)c3c(=O)c2c1CC=C(C)C (some centres undefined)	68	99	89	103	102	nt	93	102
COc1ccc(-c2c3c(N)c4c(nc3nc3c2c(C)nn3-c2ccccc2)CCCC4)cc1	79	92	79	84	103	84	86	77
CS(=O)(=O)c1nccc(-c2c(-c3cccc(O)c3)nc3occn23)n1	108	93	108	117	101	98	99	97
Cc1ccc(NC(=O)CSc2nc3ccccc3c(=O)n2CCc2ccccc2)cc1	104	82	88	nt	79	88	81	80
CCOC(=O)CCCCCCCCC(C)Br (centres undefined)	95	101	85	92	102	115	92	106
CCOc1ccc(NC(=O)C(C(C)N2CCCCC2)N2CCCCC2)cc1 (centres undefined)	96	115	93	99	101	nt	114	109

Quoted from the results shown, 21 compounds:
SMILES	A498	SF-539	SNB-75	RXF 393	SNB-19	CAKI-1	SF-268	ACHN
O=C(Nc1ccccc1F)OCCCl	106[100 µM]	97[100 µM]	82[100 µM]	102[100 µM]	96[100 µM]	99[100 µM]	100[100 µM]	99[100 µM]
COc1ccc(NC(=O)NS(=O)(=O)c2ccc(N3N=C(c4cc5ccccc5oc4=O)CC3c3ccc(OC)c(OC)c3)cc2)cc1 (centres undefined)	81	91	70	105	103	89	99	90
C[C@@H](Nc1c(C#N)cnc2ccc(-c3cnc4[nH]ncc4c3)cc12)c1ccccc1	-40*	7.8*	-27*	-15*	31	4.1*	26	4.4*
CCOC(=O)C(C#N)=C1CCN(C)CC1	100	105	102	115	101	92	102	98
Oc1ccc(Cl)cc1Cc1cc(Cl)cc(Cl)c1O	86	20	60	74	35	50	42	28
COC(=O)/C(CCC(Br)C(C)(C)[n+]1ccccc1)=C1\[C@@H](OC(C)=O)C[C@@]2(C)[C@H]1C[C@@H](O)[C@H]1[C@@]3(C)CCC(=O)[C@@H](C)[C@@H]3CC[C@@]12C (some centres undefined)	111	94	104	106	97	89	101	99
CC1(C)c2ccccc2C(=O)c2ccccc21	60	96	92	94	96	94	90	96
c1ccc2c(-c3nn4cc(-c5ccc6c(c5)OCCO6)nc4s3)c[nH]c2c1	92	100	95	104	96	88	112	93
CCCCOCC(=O)NC1CCCCC1	79	107	99	103	100	101	103	105
CCn1cc(C(=O)O)c(=O)c2cnc(N3CCCC3)nc21	88	100	88	nt	105	86	116	100
Nc1cn[nH]c(=O)c1Cl	99	105	96	106	97	nt	105	107
Nc1nc(N)c2cc(C=O)ccc2n1	90	94	92	97	91	94	105	103
CCOC(=O)c1c2c(n(-c3ccc(OC)cc3)c1-c1ccccc1)C=CCC2	91	100	82	105	97	68	93	100
COc1cc2c(c(OC3OC(CO)C(O)C(O)C3O)c1)C(=O)CC(c1ccc(O)cc1)O2 (centres undefined)	78	nt	105	109	98	100	98	91
Fc1cc(-c2nnc3n2NC(=Nc2ccccc2C(F)(F)F)CS3)c(Cl)cc1Cl	85	79	66	83	95	62	90	94
CC(C)c1cccc(C(C)C)c1NC(=O)Nc1cccc(C(F)(F)F)c1	84	81	95	87	nt	73	91	85
NC(N)=NCCCC(N=Cc1ccccc1)C(=O)O (centres undefined)	105	102	103	111	103	99	101	113
CC1(C)CC[C@]2(C(=O)N3CCOCC3)CC[C@]3(C)C(=CC(=O)[C@@H]4[C@@]5(C)CCC(=O)C(C)(C)[C@@H]5CC[C@]43C)[C@@H]2C1	93	101	95	106	102	92	93	101
COc1c(O)cc2oc3cc(O[C@@H]4OC(C)[C@@H](O)[C@H](O)C4O)c(CC=C(C)C)c(O)c3c(=O)c2c1CC=C(C)C (some centres undefined)	68	99	89	103	102	nt	93	102
COc1ccc(-c2c3c(N)c4c(nc3nc3c2c(C)nn3-c2ccccc2)CCCC4)cc1	79	92	79	84	103	84	86	77
CS(=O)(=O)c1nccc(-c2c(-c3cccc(O)c3)nc3occn23)n1	108	93	108	117	101	98	99	97

Additional results
SMILES	A498	SF-539	SNB-75	RXF 393	SNB-19	CAKI-1	SF-268	ACHN
CCCCNCC(O)c1cc(-c2ccc(C(F)(F)F)cc2)nc(-c2ccc(C(F)(F)F)cc2)c1 (centres undefined)	-68*	-75*	-85*	-94*	-77*	-73*	-86*	-72*
COC(=O)/C=C1\SC(=Nc2cccc(OC)c2)N(CCc2c[nH]c3ccccc23)C1=O	90	83	85	49	73	nt	83	78
CC1=C(C(=O)OC(C)(C)C)C(c2ccc3c(c2)OCO3)NC(=S)N1 (centres undefined)	113	93	90	103	95	89	98	105
CN(C)CCNC(=O)Cn1c2c(c3c(O)cccc31)C(=O)c1ccccc1-2	100	108	90	111	91	113	99	103
O=NN(CCCl)C(=O)NC1CCCCC1	89&90	116&96	93&85	117&93	110&96	101&80	104&93	99&100
Cc1ccc2oc(=O)cc(CSC(=S)N3CCOCC3)c2c1	69	93	nt	100	84	79	83	94
O=S(=O)(c1cccc(F)c1)N1CCN(c2nccc(-c3c(-c4cccc(F)c4)nc4sccn34)n2)CC1	nt	99	70	86	91	67	62	80
Cc1ccc(Nc2ccc3c4c(cc(=O)n3C)-c3ccccc3C(=O)c24)c(S(=O)(=O)O)c1	111	96	90	121	103	nt	97	105
O=C1C=CC(=Nc2ccc3c(c2)Cc2ccccc2-3)O1	86	97	72	109	98	89	100	101
COc1ccc(C(=O)c2cc(OC)c(OC)c(OC)c2)cc1/C=C/C(=O)c1ccc(O)cc1	nt	0.3*	29	35	35	25	13	-63*
O=c1ccc(=O)n(-c2nc(-c3cc4c(ccc5ccccc54)oc3=O)cs2)[nH]1	99	96	95	97	93	90	96	98
COc1ccc(-n2cnc(N)c2C(=O)c2cc(OC)c(OC)c(OC)c2)cc1	84	99	95	106	94	78	108	101
CN1c2ccccc2S(=O)(=O)n2nc(CCSc3nc4ccccc4s3)nc21	131	88	108	98	94	nt	114	98
CCCCCC(=C/c1ccccc1)/C=N/N=C(N)N	nt	46	57	-31*	nt	nt	nt	1.6*
CCCNc1nc(SC)nc(-c2cccc([N+](=O)[O-])c2)c1C#N	90	90	60	89	84	76	93	21
O=C(c1cccc(O)c1)C1C(c2ccc(Br)cc2)C2CCCN2C12C(=O)c1ccccc1C2=O (centres undefined)	106	95	80	91	79	60	90	91
Cn1c(=O)c2nc(NCC3CCCCC3)sc2n(C)c1=O	87	104	109	125	108	111	102	105
Cc1ccc(Nc2nc(N)[nH]c(=O)c2N=O)cc1	100	101	103	109	98	93	82	95
Cc1ccc2c(c1)/C(=N/c1nc(-c3ccccc3Cl)cs1)C(=O)N2	107	109	99	97	95	95	95	106
Nc1nc2c(s1)Nc1ccccc1NC2=O	115	100	75	99	97	84	107	117
CC(=O)Nc1ccc2nc(NC(=O)c3ccc(OC(C)=O)cc3)sc2c1	76	104	79	90	81	97	83	76
N=C(/C=C/c1ccccc1)N1CCCCC1	106	95	76	109	109	80	104	95
COc1ccc(/C(CSc2nc3c([nH]2)c(=O)n(C)c(=O)n3C)=N\O)cc1	96	112	96	105	98	96	101	108
N#CC(C#N)N=Nc1ccc(Cl)cc1Cl	85	75	89	116	102	71	103	58
Cc1ccc(-c2cc3nc(N(C)C)nc(-c4ccco4)n3n2)cc1	58	43	71	65	75	73	72	71
C[PH+](c1nc2ccccc2nc1[PH+](C)C(C)(C)C)C(C)(C)C.C[PH+](c1nc2ccccc2nc1[PH+](C)C(C)(C)C)C(C)(C)C.[Au+].[Cl-] (centres undefined)	-99*	-92*	-98*	-88*	-100*	-93*	-91*	-97*
Cc1ccc(NC(=O)Cn2cc(COc3ncnc4c3cnn4-c3ccccc3)nn2)cc1C	81	89	66	100	86	86	89	90
CCCCCCCCN(CCO)CCCCCCCC	111	94	96	93	113	109	107	97
Cc1ccc(-n2cc3c(-c4cc5c(ccc6ccccc65)oc4=O)nnc(-c4cc5ccccc5o4)c3n2)cc1	83	89	60	82	76	nt	63	81
N/C(=N\c1nc(=O)c2ccccc2s1)NC(=O)Nc1ccccc1	80	97	83	104	100	88	103	108
Cc1cc(NS(=O)(=O)c2ccc(-c3cnc(C4CC4)o3)cc2)ccc1I	nt	11	nt	11	40	39	65	45
CCCCn1c(=O)c(-c2cc(-c3ccc(Cl)cc3)nc(-c3ccc(Cl)cc3)c2)cc2ccc(Cl)cc21	102	96	86	103	96	92	94	104
CN1CCC(Nc2ccc(C(=O)Nc3cc(-c4ccc5c(c4)OCO5)[nH]n3)cc2)CC1	59	51	54	61	76	32	68	45
Cc1ccc(C(=O)C2=C(O)C(=O)N(Cc3cccnc3)C2c2ccccc2F)o1 (centres undefined)	95	95	95	96	105	105	98	99
COc1cc(NC(=O)SC2=NCCS2)cc(OC)c1	90	91	nt	120	90	108	106	102
C#CCOc1cccc(-c2nc(N)nc(Nc3ccccc3SSc3ccccc3Nc3nc(N)nc(-c4cccc(OCC#C)c4)n3)n2)c1	73	59	28	82	-9.8*	29	-12*	-76*
COc1cc2c(c(OC)c1OC)C(=O)CC(c1cccc(C(=O)Nc3ccccc3)c1)O2 (centres undefined)	81	96	86	83	88	96	93	93
